Bioassay records: PubChem BioAssay, several laboratories
EBV gp42 block: inhibitors of Epstein-Barr virus glycoprotein 42; inhibition, % (tested at 21.74 µM); Q1HVG2; AID 1085; actives 0.42% (n = 220,000); Fluorescence polarization binding assay, mP read-out; in the data active = inhibition above about 50%
Target sequence (Q1HVG2 whole entry, looked up): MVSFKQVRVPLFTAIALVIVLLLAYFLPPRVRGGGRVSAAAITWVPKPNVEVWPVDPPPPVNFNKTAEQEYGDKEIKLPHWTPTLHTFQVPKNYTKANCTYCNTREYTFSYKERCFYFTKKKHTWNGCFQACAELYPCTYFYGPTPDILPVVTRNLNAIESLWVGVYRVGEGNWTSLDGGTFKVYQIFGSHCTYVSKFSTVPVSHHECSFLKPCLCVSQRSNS
KCC2 mod: KCC2 (human) Cl- transport modulation; Q9H2X9; B-score of Tl+ flux slope (higher = more flux/activation; lower = inhibition) at 10 µM; KCC2 cells, thallium flux FluoZin-2 fluorescence; actives 2.2% (n = 190,000);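 active = thallium flux slope and its plate-corrected score both differing from the plate sample mean at a set confidence after two filtering rounds, in either direction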;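 also: slope of fluorescence scaled to starting intensity during 10 to 20 s after thallium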
Furin inh: human furin inhibition; purified furin, fluorogenic substrate cleavage; actives 0.061% (n = 220,000); P09958; inhibition, % at 30 µM; in the data active = inhibition above about 25%; also: inactives centre near -15
TbHK1 inh: blocks Trypanosoma brucei hexokinase 1 activity | recombinant TbHK1, G6PDH-coupled NADH A340 | inhibition, % at 10 µM | actives 0.11% (n = 220,000);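 active = inhibition of 50% or more in the single-dose primary screen; inactive = inhibition below 50%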
Calpain2 inh: inhibitors of pig calpain II. actives 0.37% (n = 220,000). AID 1236. inhibition, % at 16 µM. purified calpain II, fluorogenic peptide substrate, 30 min;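 active = inhibition above about 50%, limit read from the data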
PPC-1+TRAIL kill: kills PPC-1 cancer cells in the presence of TRAIL; cell killing (% activity), % at 4 µM; AID 1443; PPC-1 cells + TRAIL, ATPLite viability luminescence; actives 0.41% (n = 220,000);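 active = cell killing above 50% in the first pass at 4 µM, then a duplicate retest at 5 µM averaging 50% or more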;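 also: plate controls were cells with TRAIL plus DMSO for no effect and medium-only wells lacking cells for full effect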
Thrombin inh: thrombin (human) inhibition. P00734. alpha-thrombin, Boc-VPR-AMC fluorogenic substrate cleavage. inhibition, % at 5 µM. actives 0.26% (n = 220,000);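 active = inhibition at or above 40%; inactive = inhibition below 40%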;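 also: 0% = enzyme with no compound and 100% = wells without enzyme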
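System – human alpha-thrombin · Medium – pH 7.5 Tris (50 mM) with NaCl 150 mM, Tween 20 0.05% · Compound – single-point dosing at 5 µM, 0.2% DMSO · Incubation – enzyme reaction carried out at room temperature · Technique – fluorescence of released AMC, ex 355 nm, em 460 nm · Read-out basis – % inhibition of thrombin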
TRPML3 ag: activates the human TRPML3 channel. activation, % at 3 µM. actives 0.29% (n = 220,000). HEK293 TRPML3-YFP, Fluo-8 calcium fluorescence; 100% = the carbachol control signal. Q8TDD5. AID 1448;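 active = activation above its plate's cutoff, the mean activation of the plate's test wells plus 3 SD, cut at about 12% in these data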;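 also: 0% = DMSO only wells and 100% = carbachol wells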
Target sequence (Q8TDD5 whole entry, looked up): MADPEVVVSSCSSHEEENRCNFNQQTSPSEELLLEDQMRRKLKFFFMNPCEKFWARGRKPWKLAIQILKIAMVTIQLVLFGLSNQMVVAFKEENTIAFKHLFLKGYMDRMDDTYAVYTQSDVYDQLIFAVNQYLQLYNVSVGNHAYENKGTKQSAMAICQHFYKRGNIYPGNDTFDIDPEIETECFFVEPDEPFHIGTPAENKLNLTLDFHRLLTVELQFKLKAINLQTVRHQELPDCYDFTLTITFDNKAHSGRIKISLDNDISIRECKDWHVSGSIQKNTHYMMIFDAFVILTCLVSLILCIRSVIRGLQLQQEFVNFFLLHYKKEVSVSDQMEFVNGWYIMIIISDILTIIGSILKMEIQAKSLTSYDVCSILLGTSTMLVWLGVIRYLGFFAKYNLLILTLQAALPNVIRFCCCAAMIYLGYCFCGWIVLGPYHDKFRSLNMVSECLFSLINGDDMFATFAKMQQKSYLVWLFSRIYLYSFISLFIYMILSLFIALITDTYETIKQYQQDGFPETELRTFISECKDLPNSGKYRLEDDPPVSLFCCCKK
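Test system – HEK293 line with stable expression of human TRPML3-YFP channel · Control set – carbachol 87 µM final as high control (100%), DMSO as low control (0%) · Signal – Fluo-8 calcium dye fluorescence, ex 470-495, em 515-575 nm · Incubation – 1-h 37 °C dye load, 5-s basal, 120-s post-compound reads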
TRPN1 ag: activates the zebrafish TRPN1 channel. HEK293 zebrafish TRPN1-YFP, Fluo-8 calcium fluorescence; 100% = response to 87 µM carbachol. activation, % at 3 µM. actives 0.18% (n = 220,000). AID 1424;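 active = activation above its plate's cutoff, the mean activation of test wells on that plate plus 3 SD, cut at about 19% in these data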;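 also: 0% = DMSO alone and 100% = 87 µM carbachol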
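Material: zebrafish TRPN1-YFP in HEK293 cells. Doses: one dose of 3 µM, 0.3% DMSO. Incubation: dye 1 h 37 °C plus 30 min RT. Measured by: intracellular calcium fluorescence with Fluo-8.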
The depositor's hits bear a star; i = inactive; . = no result given; [ ] = dose if it differs, or a comment.

SMILES	EBV gp42 block	KCC2 mod	Furin inh	TbHK1 inh	Calpain2 inh	PPC-1+TRAIL kill	Thrombin inh	TRPML3 ag	TRPN1 ag
CC1(C)CC(=O)/C(=C(\O)CCCN2C(=O)c3ccccc3C2=O)C(=NCCO)C1	0	-0.27	-29	9	3	16	0	0.8	0.5
O=C(O)c1cccc(NC(=O)c2ccc(Cl)c(S(=O)(=O)N3CCCCCC3)c2)c1	-4	-1.3	-19	-1	24	28	2	0.2	0.2
CCOC(=O)c1sc(-c2ccccc2)cc1N	-2	0.095	-2[20 µM]	4	-61	27	-7	-0.8	-1.2
Cc1ccc(/C(N)=N/OC(=O)CSc2ccccc2)cc1	-7	0.98	-11	5	1	15	3	-0.1	0.1
CCOC(=O)Nc1cc(C(=O)OC)cc(C(=O)OC)c1	-18	0.18	-23	8	-46	20	-16	0.3	1.4
O=C(Cc1c[nH]c2ccccc12)Nc1ccccc1N1CCOCC1	-20	0.026	-19	2	-21	14	-5	0.9	2.5
COCCn1c(SCC(=O)Nc2ccccc2C)nc2c(oc3ccccc32)c1=O	-20	0.79	-17	-6	8	26	-6	1.3	-0.3
COc1cccc(N2CC(C(=O)Nc3ccc(C(=O)OC(C)C)cc3)CC2=O)c1 (stereo not drawn)	4	1	5[20 µM]	-2	24	13	-5	0.7	1.6
COc1ccc(NC(=O)CCNS(=O)(=O)c2ccc3c(c2)c(=O)n(C)c(=O)n3C)cc1	1	0.59	-12	45	20	11	-6	0.7	0.6
Cc1onc(-c2ccccc2Cl)c1C(=O)N/N=C(\N)COc1ccc(Cl)cc1	5	.	-22[20 µM]	9	-16	1	15	-0.5	0.1
CCn1c2ccccc2c2cc(NC(=O)c3ccc([N+](=O)[O-])cc3)ccc21	-8	.	-19[20 µM]	-3	-7	18	-1	0.7	1.4
O=C(OCC(=O)N1N=C(c2ccc(Cl)cc2)CC1c1ccco1)c1ccco1 (stereo not drawn)	-12	0.85	-26	5	3	6	-1	1.4	0.6
Cc1ccc(NC(=O)C2(c3ccccc3)CCCC2)nc1	.	-0.46	-16[20 µM]	2	.	.	.	1.0	-1.1
CN(C)c1ccc(/C=N/N=C2/NC(=O)/C(=C/c3ccc([N+](=O)[O-])cc3)S2)cc1	-8	0.7	1[20 µM]	-17	-19	54*	-6	-0.2	0.4
O=c1cc(CSc2nnc(-c3ccccc3)o2)c2ccccc2[nH]1	-16	0.14	-16	-7	18	-2	2	0.3	0.6
O=C1CC(C(=O)Nc2cccc(F)c2)n2c(nc3ccccc32)N1 (stereo not drawn)	-7	.	-14	-3	-20	0	-7	0.8	0.5
O=C(CN1CCCC1)Nc1nnc(-c2cccs2)s1	-5	4.2	-22	-18	-27	44	-7	1.3	0.9
COc1ccc(C(C(C(=O)c2ccco2)N2CCOCC2)N2CCOCC2)cc1 (stereo not drawn)	1	-1.2	-15[20 µM]	-9	3	13	8	0.5	1.6
Cn1ncc(Br)c1NC(=O)CSc1ccc(Cl)cc1	-11	-1.3	-9	-8	0	-1	5	1.1	1.7
COc1ccc(NC(=O)C(CC(=O)O)Cc2ccc(C)cc2)cc1 (stereo not drawn)	-9	-0.13	-13	4	13	12	-2	0.3	-0.7

Quoted from the listing:
Value of O=C(CN1CCCC1)Nc1nnc(-c2cccs2)s1 in Thrombin inh: -7
Value of CN(C)c1ccc(/C=N/N=C2/NC(=O)/C(=C/c3ccc([N+](=O)[O-])cc3)S2)cc1 in TbHK1 inh: -17

(listing goes on)
SMILES	EBV gp42 block	KCC2 mod	Furin inh	TbHK1 inh	Calpain2 inh	PPC-1+TRAIL kill	Thrombin inh	TRPML3 ag	TRPN1 ag
Cc1cccc(CSc2nnc(-c3cccs3)n2Cc2ccco2)c1	1	-3	4[20 µM]	10	12	13	0	-1.5	-2.6
CCNC(=S)N/N=C/c1cccs1	-14	0.82	-3[20 µM]	-68	7	-5	7	1.2	0.8
COC(=O)c1ccc2c(c1)NC(=O)CS2	6	0.76	-20	-2	-21	15	-8	0.6	1.4
CCOc1cc(NC(=O)c2ccccn2)c(OCC)cc1NC(=O)c1ccc(C)cc1	-17	-0.12	0	-26	-142	.	-2	-0.7	-0.7
CCNCCC(CCC(C)C)c1ccc2c(c1)OCO2 (stereo not drawn)	-9	-0.032	-12	4	23	14	-1	0.9	2.5
O=C(O)c1ccc(NC(=O)c2cn(-c3ccccc3)nc2-c2ccc(Cl)cc2)cc1	4	-0.95	-24	1	13	16	-1	-0.2	-0.9
O.O.O.O=S(=O)([O-])OC[C@H]1O[C@@H](O[C@]2(COS(=O)(=O)[O-])O[C@H](OS(=O)(=O)[O-])[C@@H](OS(=O)(=O)[O-])[C@@H]2OS(=O)(=O)[O-])[C@H](OS(=O)(=O)[O-])[C@@H](OS(=O)(=O)[O-])[C@@H]1OS(=O)(=O)[O-].[Al]	1	0.47	-9	1	17	4	0	0.7	-0.5
O=C(CC1Nc2ccccc2NC1=O)NCCc1ccccc1 (stereo not drawn)	2	-1.3	-33[20 µM]	-8	-67	-1	-1	0.2	-1.0
CCCCN(CCCC)C(=O)CCS(=O)(=O)c1ccc2c(c1)n(C)c(=O)c(=O)n2C	-3	.	-10	-1	1	23	1	-0.8	-0.8
O=C(CN1C(=O)NC(Cc2c[nH]c3ccccc23)C1=O)NC1CC1 (stereo not drawn)	-3	0.2	-12	-1	-21	17	2	0.9	0.4
CCOC(=O)N1CCC(NC(=O)c2cc(C(=O)Nc3ccc(S(=O)(=O)N4CCCCC4)cc3)ccc2CO)CC1	-9	0.94	-10	-13	18	9	1	0.9	-0.2
CC(=O)/C(=N\Nc1ccccc1Cl)Sc1nnc(-c2ccccc2)n1-c1ccccc1	5	-0.52	-13	-190	14	16	-5	0.6	-0.3
CC(=O)N1CCN(c2nc(-c3cccs3)nc3ccccc23)CC1	0	-2.6	4	-14	35	-30	-2	1.4	1.3
OC(c1nnc(-c2ccccc2)o1)c1cccs1 (stereo not drawn)	-25	0.33	-22	1	-32	22	-1	-0.1	1.4
COc1ccc(Cc2nc(-c3ccc(NC(=O)c4cccnc4)cc3)no2)cc1	-10	0.8	-26[20 µM]	-8	8	1	-6	0.5	1.9
Cc1nn(CC(=O)N/N=C/c2cccs2)c(C)c1[N+](=O)[O-]	1	0.74	-18	-26	-13	5	-8	0.1	0.1
CC(c1nnc(SCC(=O)N2CCc3ccccc32)n1-c1ccc(Cl)cc1)N(C)C (stereo not drawn)	-7	.	-13	-1	5	16	3	0.2	0.5
Cc1cccc2cc(CN(Cc3cccs3)Cc3nnnn3Cc3ccccc3)c(=O)[nH]c12	-6	.	-15	-4	12	-11	-1	-0.3	-0.8
Cc1ccccc1C1=N/C(=C/c2cccnc2)C(=O)O1	-6	.	-17	-9	-4	-2	-2	0.5	0.9
CCC(=O)N1CC23C=CC(CC2CC12CCCCC2)O3 (stereo not drawn)	-13	0.16	-10	-8	-16	12	-3	0.9	1.4
Cc1nc(/N=C(\N)NC(=O)c2ccccc2)nc2ccccc12	-10	-2.8	-5[20 µM]	-8	-45	1	-1	-0.2	0.9
CCOCCCNC(=O)c1cn(C)c2ccc(S(=O)(=O)N(C)C3CCCCC3)cc2c1=O	-7	0.58	-3	-33	-2	21	-8	1.1	0.9
Cc1ccc(Nc2ncnc3c2oc2ccccc23)cc1	-13	-0.39	-20[20 µM]	0	-38	-14	-10	-0.5	-1.8
CCn1c(=O)c(C(=O)NNS(=O)(=O)c2ccc(Cl)cc2)c(O)c2ccccc21	-1	-0.18	-13	2	-6	13	-2	0.9	0.6
O=C1CN(C(=O)COc2ccc(Br)cc2Br)c2ccccc2N1	4	0.075	-13	-3	-21	-7	1	0.6	0.3
Cc1nn(C(C)(C)C)c(OC(=O)c2ccc3c(c2)OCO3)c1S(=O)(=O)c1ccccc1	-26	-0.085	1	1	-8	9	2	0.1	-1.1
COc1ccc(C(=O)N2CCCC(CCC(=O)NCc3ccc(F)c(F)c3)C2)o1 (stereo not drawn)	-26	0.16	-25	2	1	11	-5	0.1	0.0
Cc1sc2ncnc(SCC(=O)N3CCC(c4noc5ccc(F)cc45)CC3)c2c1C	-14	.	-22[20 µM]	-3	17	-13	3	0.4	0.6
C/C(=N\NC(=O)c1ccccc1)c1ccc2c(c1)OCO2	-16	0.95	-16[20 µM]	-12	13	18	3	0.8	-0.9
CCCCSc1nnc2c(n1)OC(C(=O)c1ccccc1)Nc1ccccc1-2 (stereo not drawn)	-2	-1.4	-11[20 µM]	-4	65*	6	11	0.2	0.5
Cc1ccc2occ(/C=N/NC(N)=S)c(=O)c2c1	12	0.098	-16	-7	-7	16	-11	0.1	-1.5
O=S(=O)(c1ccc(-c2cn3ccccc3n2)cc1)N1CCOCC1	-6	1.8	-14[20 µM]	-26	i	-16	-1	0.7	-0.3
C/C(=N\NC(=O)c1n[nH]c2c1CCC2)c1cccs1	-14	0.29	-24	-35	24	68*[5 µM]	3	0.7	-0.1
O=C1C2C3C=CC(C3)C2C(=O)N1c1nc2ccccc2s1 (stereo not drawn)	-9	-0.081	-22[20 µM]	9	-18	18	1	1.1	0.2
COc1ccc(/C=C/C(=O)C2CC2)cc1Cn1nc(C)c([N+](=O)[O-])c1C	-6	-0.96	-18	-34	-36	10	-1	0.0	0.8
CC(C)c1ccc(NC(=O)COC(=O)CSc2nnc(N)s2)cc1	-21	0.89	-6	3	3	-4	2	-0.1	-0.6
CCCNS(=O)(=O)c1ccc2c(c1)n(C)c(=O)n2C	-7	-0.28	-6	2	17	-6	2	0.5	1.0
Cc1cc(C)c(CSc2ncnc3nc[nH]c23)c(C)c1	0	-0.52	-13	0	4	.	-9	0.3	-1.1
Cc1nnc2n1N=CC=C(C(C)(C)C)S2	-4	0.3	-17	-1	0	-7	2	0.6	0.8
O=C(C[n+]1cc(-c2ccc(Cl)cc2)n2c1CCC2)Nc1nc(-c2ccc(F)cc2)cs1	1	-3.1	-20	21	-12	-30	0	-0.5	-0.9
N#CCCS(=O)(=O)c1nnnn1-c1ccccc1	.	.	-14	5	.	9	.	3.2	1.1
CC(OCC(O)CN(C)Cc1nc2ccccc2c(=O)[nH]1)c1ccc(Cl)cc1 (stereo not drawn)	-23	0.064	-32	2	8	-2	8	0.7	-2.4
Nc1ccccc1C(=O)N(Cc1ccccc1)Cc1ccccc1	-4	0.065	-22[20 µM]	-2	10	20	-4	-1.0	-2.3

Single records (already shown). Values in the order: EBV gp42 block, KCC2 mod, Furin inh, TbHK1 inh, Calpain2 inh, PPC-1+TRAIL kill, Thrombin inh, TRPML3 ag, TRPN1 ag
CC(C)c1ccc(NC(=O)COC(=O)CSc2nnc(N)s2)cc1 in the list: -21, 0.89, -6, 3, 3, -4, 2, -0.1, -0.6
CCCCSc1nnc2c(n1)OC(C(=O)c1ccccc1)Nc1ccccc1-2 (stereo not drawn) in the list: -2, -1.4, -11[20 µM], -4, 65*, 6, 11, 0.2, 0.5
O=C1C2C3C=CC(C3)C2C(=O)N1c1nc2ccccc2s1 (stereo not drawn) in the list: -9, -0.081, -22[20 µM], 9, -18, 18, 1, 1.1, 0.2
Cc1nc(/N=C(\N)NC(=O)c2ccccc2)nc2ccccc12 in the list: -10, -2.8, -5[20 µM], -8, -45, 1, -1, -0.2, 0.9
Cc1ccc2occ(/C=N/NC(N)=S)c(=O)c2c1 in the list: 12, 0.098, -16, -7, -7, 16, -11, 0.1, -1.5
